Compound activity as filed in PubChem BioAssay.
H9c2 TAG inh: inhibitors of triacylglycerol accumulation | inhibition, % at 12.5 µM | H9c2 cells, Nile Red lipid (TAG) fluorescence; cells loaded with 200 µM oleic acid | 230,000 compounds, 0.66% hits;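 active = pattern-corrected inhibition of lipid staining of at least 50% with the nuclear-stain viability signal not falling by more than 50%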;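 also: 0% = DMSO wells and 100% = triacsin C control wells; some results filed as inactive read as strong as hits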
H9c2 TAG inh DAPI viability: second read-out of H9c2 TAG inh, no call of its own (marks repeat the call); DAPI nuclei signal change (viability), lower = more cytotoxic, %;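 whole-well DAPI fluorescence read on a plate reader as a viability signal; minus 50 percent equals half of cells still viable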
The depositor's hits bear a star.

SMILES | H9c2 TAG inh | H9c2 TAG inh DAPI viability
Cc1ccc(C(=O)Nc2ccc3nc(C)sc3c2)o1 | 5 | 0
CCOc1ccc(OCC)c(NC(=O)CN(C)S(=O)(=O)c2cccc3nsnc23)c1 | 28 | -4
O=C(O)CC1=C(O)C(=O)N(c2ccccc2)C1c1ccccc1 (configuration not stated) | -5 | 1
Cc1noc(C)c1COc1ccc(C(=O)NCc2cccs2)cc1 | 5 | -5
COc1cc2cc(C)nc(Cc3cccc4ccccc34)c2cc1OC | 11 | 4
COc1cc(=O)n(C)c2c(OCC(O)C(C)(C)O)cccc12 (configuration not stated) | 9 | 9
CCc1noc(C)c1C(=O)OCC(=O)NC(C)c1ccccc1 (configuration not stated) | 17 | -8
COc1ccc(C2(NC(C)=O)CCN(C(=O)CCC(=O)O)CC2)cc1 | -3 | -9
CN1CCN(NC(=O)c2ccc(Cl)s2)CC1 | -1 | 0
CC(C)Cc1nnc(NC(=O)c2cccc(S(=O)(=O)N3CCOCC3)c2)s1 | 11 | 4
O=C(COc1cccc(Cl)c1)Nc1ccc2c(c1)CCC2 | -10 | 8
O=C(COc1ccccc1[N+](=O)[O-])Nc1cccc(S(=O)(=O)N2CCCC2)c1 | 1 | 3
Cn1nccc1C(=O)c1ccc(Cl)cc1 | -2 | 2
Cc1nc(=S)n(-c2ccccc2)[nH]1 | 0 | 2
CCCCCCCNC(=O)C1(CC2CC(c3ccc(Cl)cc3)=NO2)CCN(C(=O)c2cc(OCC)c(OCC)c(OCC)c2)CC1 (configuration not stated) | 41 | 0
C=CCNC(=O)c1ccccc1NC(=O)c1cccc2ccccc12 | 2 | 5
CCCCc1ccc(NC(=S)Nc2ccc(Cl)c(S(=O)(=O)N(C)C)c2)cc1 | -27 | -4
CN(CCc1ccccc1)C(=O)c1ccc(NC(=O)Cc2ccc(NC(=O)C3CCCN(C(=O)C4CC4)C3)cc2)cc1 (configuration not stated) | 10 | -10
CCOc1ccccc1NC(=O)CCNC(=O)C1CCN(S(=O)(=O)c2ccccc2)CC1 | 19 | -3
NC(=O)c1cc2n(n1)C(C(F)(F)F)CC(c1ccco1)N2 (configuration not stated) | 14 | 0
Cc1cccc(S(=O)(=O)N2CCC(CO)(Cc3ccccc3)CC2)c1 | -1 | -3
CCN(CC(=O)NCc1cccs1)C(=O)c1ccc(NS(=O)(=O)c2ccc(C(C)=O)cc2)cc1 | -11 | 4
Cc1cc(C)n(-c2nnc(C)n2N)n1 | -2 | 7
CC(C)CCN(C(=O)Cc1ccccc1F)c1c(N)n(Cc2ccccc2)c(=O)[nH]c1=O | -6 | 4
COc1ccc(C(C(C(=O)c2ccco2)N2CCOCC2)N2CCOCC2)cc1 (configuration not stated) | -1 | -4
COc1ccccc1C(CNC(=O)c1ccc(NS(=O)(=O)c2ccc(C(C)=O)cc2)cc1)N1CCCC1 (configuration not stated) | -9 | 6
O=C(C[C@@H]1C/C=C/CC[C@@H](Cc2ccc(F)cc2)C(=O)O[C@H](c2ccccc2)CNC1=O)NCCO | -2 | -4
CCOC(=O)C1(C)CCCN(C(=O)C(c2ccccc2)c2ccccc2)C1 (configuration not stated) | -14 | -5
CCCSC1=N/C(=C\c2ccc3c(c2)OCO3)C(=O)S1 | 2 | 13
O=[N+]([O-])c1ccccc1/C=C/C=N/n1c(-c2ccc(Cl)cc2)n[nH]c1=S | -11 | -2
Cn1c(=O)cc(OCC(=O)NCCC2=CCCCC2)c2ccccc21 | 7 | -20
COc1ccc(OCc2nnc3n2N=C(c2ccc(C)cc2)CS3)cc1 | -1 | -14
CCOC(=O)c1cc2occc2n1Cc1ccc(F)cc1 | -1 | -1
Cc1ccc(-n2nc(C)c3c(C)c(CCC(=O)Nc4ccc(CN5CCCC5)cc4)c(C)nc32)cc1 | 65* | -16*
O=C(Nc1ccccc1)Nc1ccc2nnsc2c1 | -8 | 5
COc1ccc(C(=O)NCc2nnc(SCC(=O)N3CCCC3)o2)cc1OC | -10 | 6
CN(c1ccccc1)S(=O)(=O)c1ccc(C(=O)Nc2nnc(C3CC3)s2)cc1 | 2 | -5
Cc1cc(NC(=O)CSCC(=O)N(C)Cc2ccc(Cl)c(Cl)c2)no1 | 9 | 12
COC(=O)C1=C(C)NC(C)=C(C(=O)OC)C1c1ccc(C)o1 | -3 | 6
COc1ccc(/C=C/c2cc(C(=O)O)c3ccccc3n2)cc1 | 1 | 0

23 entries from above in a different format.
mol,H9c2 TAG inh,H9c2 TAG inh DAPI viability
CN(CCc1ccccc1)C(=O)c1ccc(NC(=O)Cc2ccc(NC(=O)C3CCCN(C(=O)C4CC4)C3)cc2)cc1 (configuration not stated),10,-10
CCOc1ccccc1NC(=O)CCNC(=O)C1CCN(S(=O)(=O)c2ccccc2)CC1,19,-3
NC(=O)c1cc2n(n1)C(C(F)(F)F)CC(c1ccco1)N2 (configuration not stated),14,0
Cc1cccc(S(=O)(=O)N2CCC(CO)(Cc3ccccc3)CC2)c1,-1,-3
CCN(CC(=O)NCc1cccs1)C(=O)c1ccc(NS(=O)(=O)c2ccc(C(C)=O)cc2)cc1,-11,4
Cc1cc(C)n(-c2nnc(C)n2N)n1,-2,7
CC(C)CCN(C(=O)Cc1ccccc1F)c1c(N)n(Cc2ccccc2)c(=O)[nH]c1=O,-6,4
COc1ccc(C(C(C(=O)c2ccco2)N2CCOCC2)N2CCOCC2)cc1 (configuration not stated),-1,-4
COc1ccccc1C(CNC(=O)c1ccc(NS(=O)(=O)c2ccc(C(C)=O)cc2)cc1)N1CCCC1 (configuration not stated),-9,6
O=C(C[C@@H]1C/C=C/CC[C@@H](Cc2ccc(F)cc2)C(=O)O[C@H](c2ccccc2)CNC1=O)NCCO,-2,-4
CCOC(=O)C1(C)CCCN(C(=O)C(c2ccccc2)c2ccccc2)C1 (configuration not stated),-14,-5
CCCSC1=N/C(=C\c2ccc3c(c2)OCO3)C(=O)S1,2,13
O=[N+]([O-])c1ccccc1/C=C/C=N/n1c(-c2ccc(Cl)cc2)n[nH]c1=S,-11,-2
Cn1c(=O)cc(OCC(=O)NCCC2=CCCCC2)c2ccccc21,7,-20
COc1ccc(OCc2nnc3n2N=C(c2ccc(C)cc2)CS3)cc1,-1,-14
CCOC(=O)c1cc2occc2n1Cc1ccc(F)cc1,-1,-1
Cc1ccc(-n2nc(C)c3c(C)c(CCC(=O)Nc4ccc(CN5CCCC5)cc4)c(C)nc32)cc1,65*,-16*
O=C(Nc1ccccc1)Nc1ccc2nnsc2c1,-8,5
COc1ccc(C(=O)NCc2nnc(SCC(=O)N3CCCC3)o2)cc1OC,-10,6
CN(c1ccccc1)S(=O)(=O)c1ccc(C(=O)Nc2nnc(C3CC3)s2)cc1,2,-5
Cc1cc(NC(=O)CSCC(=O)N(C)Cc2ccc(Cl)c(Cl)c2)no1,9,12
COC(=O)C1=C(C)NC(C)=C(C(=O)OC)C1c1ccc(C)o1,-3,6
COc1ccc(/C=C/c2cc(C(=O)O)c3ccccc3n2)cc1,1,0

Profiles, looked up by structure:
Profile of NC(=O)c1cc2n(n1)C(C(F)(F)F)CC(c1ccco1)N2 (configuration not stated) → H9c2 TAG inh = 14; H9c2 TAG inh DAPI viability = 0
Profile of Cn1c(=O)cc(OCC(=O)NCCC2=CCCCC2)c2ccccc21 → H9c2 TAG inh = 7; H9c2 TAG inh DAPI viability = -20

The results go on.
SMILES | H9c2 TAG inh | H9c2 TAG inh DAPI viability
COc1ccc(C(CNC(=O)c2ccc(S(=O)(=O)Nc3ccccc3C)cc2)N2CCOCC2)cc1 (configuration not stated) | 14 | -10
Cc1nn(-c2ccccc2)c(C)c1C(=O)OC(C)C(=O)NC1CCCCC1C (configuration not stated) | 9 | 14
COc1ccc([C@@H]2[C@@H]3C(=O)N(C(C)(C)C)C(=O)[C@@H]3[C@]3(Cc4ccc(Cl)cc4)C(=O)N(c4cccc(C)c4)C(=O)N23)cc1 | -15 | 7
COCCn1c(SCC(=O)Nc2cccc(S(N)(=O)=O)c2)nc2cc(Cl)ccc2c1=O | 13 | -10
COc1cc(C(=O)N2CCN(c3ccccc3F)CC2)ccc1OCC(=O)N1CCOCC1 | 1 | -1
COc1ccccc1C(=O)NCC(=O)N1CCN(c2ncccn2)CC1 | 0 | 0
C[C@H](C(=O)O)c1n[nH]c(=O)c2ccccc12 | 5 | -2
COCCn1c(SCCN2CCOCC2)nc2c1c(=O)[nH]c(=O)n2C | 13 | -4
O=C(O)C1(Nc2ccc(Cl)cc2)CCCC1 | -11 | 1
CC1CC(C(F)(F)C(F)(F)F)n2nc(C(=O)O)cc2N1 (configuration not stated) | -5 | 9
CCN(CC(=O)Nc1c(F)cccc1F)C(=O)Cc1c[nH]c2ccccc12 | -6 | 9
CC(C)c1ccc(C(=O)N2CCCC(c3cc(C(=O)Nc4ccc5c(c4)OCO5)no3)C2)cc1 (configuration not stated) | 21 | -9
CCCCC1(Cc2cccc([N+](=O)[O-])c2)C(=O)N(c2ccccc2)N(c2ccccc2)C1=O | 41 | -21
CS/C(=N\S(=O)(=O)c1ccc(N)cc1)NS(=O)(=O)c1cccs1 | -9 | -3
COc1ccc(C2CC(c3cccs3)=NN2C(=O)CSc2nc(=O)n3ccccc3n2)cc1 (configuration not stated) | 32 | -7
Cc1ccc(-n2c(-c3nn(C)c(C)c3Cl)n[nH]c2=S)cc1 | -1 | -3
Cc1ccc(SC/C(O)=C(\C#N)c2nc3ccccc3s2)cc1 | 10 | 5
COc1ccc(-c2c(C)nn3c(N4CCC(C(=O)NCCN(C)C)CC4)cc(C)nc23)cc1OC | 11 | 6
COc1cc(/C=C(\C#N)C(=O)NC(C)C)ccc1OCc1ccc(C(=O)O)cc1 | 3 | -5
C=CCN1c2ccccc2C(=O)C(C)S1(=O)=O (configuration not stated) | -4 | 9
CCCCN(C(=O)c1oc2ccc(OCC)cc2c1C)c1c(N)n(CCCC)c(=O)[nH]c1=O | 19 | -11
C=CC[N+]1(CC(=O)NCc2ccc(NC(C)=O)cc2)CCOCC1 | 1 | -1
Cc1ccc(-c2cc(C(F)F)n3ncc(C(=O)Nc4c(C)nn(Cc5ccccc5Cl)c4C)c3n2)cc1 | 23 | -24
O=C(O)c1ccc2nc(-c3ccccc3)sc2c1 | 3 | 1
CN1C2=CC=CC=CC2=[N+](C)C12C([N+](=O)[O-])=CC(=[N+]([O-])[O-])C=C2[N+](=O)[O-] (configuration not stated) | 15 | -4
Cc1ccc(S(=O)(=O)N2C[C@@H]3CCCC[C@@H]3[C@@H](C)[C@H]2c2cn(Cc3ccccc3)c3ncccc23)cc1 | -2 | -5
Fc1ccc(Cn2c(-c3cscn3)nc3ccccc32)c(Cl)c1 | -42 | 0
O=C(CCNC(=O)c1ccc(Cl)cc1)NCCC1=CCCCC1 | -4 | 1
Cc1cccc(C=CC(=O)c2ccc(Cl)cc2)c1 | -4 | -6
CC1CC(C)CN(S(=O)(=O)c2ccc(C(=O)N(C)Cc3ccccc3)cc2)C1 (configuration not stated) | -6 | -3
CC(=O)Nn1c(COc2ccccc2C)nc2ccccc2c1=O | -4 | 8
Nc1ncnc2c1ncn2[C@@H]1O[C@H](CNCc2cccc(C#Cc3ccccc3)c2)[C@@H](O)[C@H]1O | -2 | 13
Cc1cc(NC(=O)c2sc(Nc3ccc(F)cc3)nc2N)no1 | 14 | -2
O=C(c1ccc(Cn2cc([N+](=O)[O-])cn2)o1)N1CCCC1 | 5 | 6
CC(O)CN1CC(O)=C(c2nc3ccccc3s2)C1=N (configuration not stated) | 13 | -9
CN(C)C(=O)CSc1nnc(-c2cc(-c3cccs3)nc3ccccc23)o1 | 19 | 21
COCCCNC(NC(=O)c1ccc(C)cc1)C(Cl)(Cl)Cl (configuration not stated) | -3 | 0
COC(=O)CC1Sc2ccccc2NC1=O (configuration not stated) | -7 | 5
CCOC(=O)N1CCC(NC(=O)c2cc3c(-c4ccccc4F)nn(C)c3s2)CC1 | -12 | 7
CCOC(=O)C1=C(COC(=O)/C=C/c2ccc(O)c(OC)c2)NC(=O)NC1C (configuration not stated) | 6 | -1
COc1ccc(CC(=O)Nc2nnc(C(C)C)s2)cc1OC | -11 | 10
COc1ccc(-c2noc(CCC(=O)Nc3ccc4c(c3)OCCO4)n2)cc1 | 11 | 8
CN(CC(=O)Nc1ccccc1Cl)CC(=O)Nc1cccc2ccccc12 | -5 | -2
CCc1ccc(S(=O)(=O)N2CCN(c3ccccc3OC)CC2)cc1 | 0 | -11
CCOC(=O)c1c(C#N)cnn1-c1ccc(C)cc1 | -4 | 10
CCOC(=O)CCCCCC(=O)Nc1ccc2c(c1)C(=O)N([C@H](C)CO)C[C@H](C)[C@@H](CN(C)C(=O)Nc1ccccc1)OCCCC[C@@H](C)O2 | -17 | 8
Cc1c(NC(=O)/C=C/c2cn(-c3ccccc3)nc2-c2ccc(F)cc2)c(=O)n(-c2ccccc2)n1C | 22 | -4
O=C(Cn1nnc(-c2ccncc2)n1)Nc1ccc2c(c1)CCC2 | -14 | -9
O=C1C(Cc2ccccc2O)NC(=S)N1c1ccccc1 (configuration not stated) | 9 | -11
CC12CCCC(C(C#N)C(N)=O)(C1)NC(=O)C2C#N (configuration not stated) | 3 | -4
Cc1cc(F)cc(-c2cc(C(=O)NCc3ccco3)[nH]n2)c1 | 3 | 0
Cc1ccc(S(=O)(=O)N2CCN(C(=O)c3cc(S(=O)(=O)N(C)C)ccc3N3CCCC3)CC2)c(C)c1 | 2 | -3
C[C@H](O)[C@@H]1C(=O)N2CCc3ccc(-c4cccc(F)c4)cc3[C@@H]2C[C@@H]1N(C)C(=O)Nc1ccccc1 | -6 | -6
COc1cccc(/C=N/n2cnc3cc(C)c(C)cc32)c1OC | -5 | -6
Cc1ccoc1C(=O)NCCCNC(=O)c1occc1C | 10 | 0
Nc1c(-c2ccccc2)c(CN2CCOCC2)nn1-c1cccc([N+](=O)[O-])c1 | -6 | 6
COc1cccc(CC(=O)NN2C(=O)NC3(CCCCC3)C2=O)c1 | -17 | 14
CC1=NN2C(=N)/C(=C\c3ccc(SCc4ccccc4)o3)C(=O)N=C2S1 | 4 | 0
C[C@@H](NC(=O)c1ncn(C)c1C(=O)N[C@H](C)c1ccccc1)c1ccccc1 | 15 | 6
CC(=O)Nc1sc2c(c1CN1CCCC1)CCCC2 | 8 | -4

These rows are one share of the data; rates above refer to the full screens.
